NIH3T3 HSF-1 reporter = GFP reporter loss versus dox-driven RFP – NIH3T3 R4 cells, cherry-pick, set 3, dose response (AID 493083). NIH3T3 R4 HSF-1 GFP reporter, heat shock, 48 h. activity change, negative = inhibition, % at the top dose, mostly 19.5 µM; hits show AC50 in µM. 4% of 2,400 active;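 active means compounds lowering signal whose fitted AC50 is at most ten times the top tested dose; inconclusive means flat fit with moderate inhibition, or poor curve fit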;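 further: 0% = neutral control wells and -100% = didemnin B positive control; many of its hits are not listed in these tables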
Numbers without * were called inactive.

How did CC1(C(=O)NCCCNc2ncc(C(F)(F)F)cc2Cl)C=CC2(CCCCC2)N1C(=O)c1ccccc1 (stereo not drawn) do in these assays?
NIH3T3 HSF-1 reporter: 3.1%

Results for COc1cc(/C=C/c2nc(N)nc(-c3ccccc3O)n2)cc(OC)c1OC ?
NIH3T3 HSF-1 reporter: 5.3%

How did CN1CCN(CC(=O)n2c3c(c4ccccc42)CCCC3)CC1 do in these assays?
NIH3T3 HSF-1 reporter: 4.1%

What do the screens show for `O=C(Nc1ccccc1N1CCCC1)c1cccnc1Cl`?
NIH3T3 HSF-1 reporter: -0.2%

How did C#CC(=O)N(c1cc(OC)ccc1OC)C(C(=O)NC1CCCC1)c1cccs1 (stereo not drawn) do in these assays?
NIH3T3 HSF-1 reporter: 5.66µM*

Results for CCCNC(=O)NC1C(NC(=O)NCCC)N(C)C(=O)N1C (stereo not drawn) ?
NIH3T3 HSF-1 reporter: -3.6%

What do the screens show for `COc1cccc(N2CCN(Cc3nnnn3C3CCCCC3)CC2)c1`?
NIH3T3 HSF-1 reporter: 3.8%

Results for O=C(Nc1ccc(-c2nc3ccccc3s2)cc1)C1=COCCO1 ?
NIH3T3 HSF-1 reporter: 0.6%

Results for CCOC(=O)/C(=C\c1ccc(OC(F)F)cc1)C1=Nn2c(nnc2-c2ccc(Cl)cc2)SC1 ?
NIH3T3 HSF-1 reporter: inconclusive

How did S=C(N/N=C1\CCc2ccccc21)NC1CCCCC1 do in these assays?
NIH3T3 HSF-1 reporter: 1.8%

What do the screens show for `O=C(CCNC(=O)c1ccc(Cl)cc1)Nc1ncccc1O`?
NIH3T3 HSF-1 reporter: -6.1%

What do the screens show for `COc1ccccc1CCC(=O)OCC(=O)Nc1cccc(S(=O)(=O)N2CCOCC2)c1`?
NIH3T3 HSF-1 reporter: -7.3%

Results for Fc1ccc(-n2cc(CNCCc3ccccn3)c(-c3ccccc3Cl)n2)cc1 ?
NIH3T3 HSF-1 reporter: 6.9%

How did CCOC(=O)C1(CCOc2ccccc2)CCN(Cc2cccc(-n3cccn3)c2)CC1 do in these assays?
NIH3T3 HSF-1 reporter: 41.3%

Results for COc1cccc(CNC(=O)Cn2c(=O)c3cccn3c3ccccc32)c1 ?
NIH3T3 HSF-1 reporter: -2.3%

Results for CCOc1ccccc1/C=C/c1onc(C)c1S(=O)(=O)N1CCC(C(=O)NC(C)(C)C)CC1 ?
NIH3T3 HSF-1 reporter: -0.7%

Results for COc1cc(/C=C2\COC/C(=C\c3cc(OC)c(OC)c(OC)c3)C2=O)cc(OC)c1OC ?
NIH3T3 HSF-1 reporter: inconclusive

How did C(=N\n1cncn1)/c1ccc(N2CCOCC2)cc1 do in these assays?
NIH3T3 HSF-1 reporter: -1.6%

Results for CC(C)(C)C(=O)N1CCN(CCN2C(=O)c3cccc4cccc(c34)C2=O)CC1 ?
NIH3T3 HSF-1 reporter: 8.8%

Results for CCCCSC1=C(C#N)C(c2ccccc2C)CC(=O)N1 (stereo not drawn) ?
NIH3T3 HSF-1 reporter: 1.1%

Results for Cc1cccc(-n2ncc3c(N(C)C4CCCCC4)ncnc32)c1 ?
NIH3T3 HSF-1 reporter: 13.5%

How did NCCN1C(=O)S/C(=C\c2ccc3c(c2)OCO3)C1=O do in these assays?
NIH3T3 HSF-1 reporter: -10.6%

Results for COc1cccc(-c2c(C(=O)N/N=C/c3ccc(C)s3)nnn2-c2nonc2N)c1 ?
NIH3T3 HSF-1 reporter: 7.3%

What do the screens show for `COc1cccc(-n2nc(-c3ccnn3-c3cccc(Cl)c3)c(=O)n(C)c2=O)c1`?
NIH3T3 HSF-1 reporter: 9.0%

How did Fc1ccc(-n2cc(-c3ccccc3)c3c(N4CCOCC4)ncnc32)cc1 do in these assays?
NIH3T3 HSF-1 reporter: inactive

Results for CCOc1cc(N2CCOCC2)c(OCC)cc1NC(=O)c1cc(-c2ccco2)nc2ccccc12 ?
NIH3T3 HSF-1 reporter: 6.0%

What do the screens show for `Cn1cccc1C(=O)NC(=O)COC(=O)C12CC3CC(CC(O)(C3)C1)C2`?
NIH3T3 HSF-1 reporter: -7.7%

How did COc1ccc(C2NC(=S)NC3=C2CCCC3=C2SCCS2)cc1 (stereo not drawn) do in these assays?
NIH3T3 HSF-1 reporter: -0.9%

Results for COc1ccc(S(=O)(=O)N2CCCCCC2)cc1C(=O)OCC(=O)NC(C)(C)C ?
NIH3T3 HSF-1 reporter: -8.5%

How did CCCCn1cc(S(=O)(=O)c2ccccc2)c(=O)c2cc(C)ccc21 do in these assays?
NIH3T3 HSF-1 reporter: -0.5%

What do the screens show for `COc1ccccc1C(=O)OCC(=O)c1cccc([N+](=O)[O-])c1`?
NIH3T3 HSF-1 reporter: -5.6%

How did COc1ccccc1C(=O)NCCC(=O)NNC(=O)Cn1ccc(C(F)(F)F)n1 do in these assays?
NIH3T3 HSF-1 reporter: -16.2%

How did O=C(/C(=C(\[O-])c1ccccc1)[n+]1ccc2ccccc2c1)c1ccc([N+](=O)[O-])cc1 do in these assays?
NIH3T3 HSF-1 reporter: -3.9%

Results for COC(=O)C(c1ccccc1)C1(O)CC(C)N(C)CC1C (stereo not drawn) ?
NIH3T3 HSF-1 reporter: -5.0%

What do the screens show for `COc1cc(OC)cc(C(=O)N2CCN(S(C)(=O)=O)CC2)c1`?
NIH3T3 HSF-1 reporter: -6.3%

What do the screens show for `COc1cc(C(=O)Nc2ccccc2NC(=O)c2cc(OC)c(OC)c(OC)c2)cc(OC)c1OC`?
NIH3T3 HSF-1 reporter: -4.3%

Results for CCOc1cc(CNCC2CCCN2CC)cc(Cl)c1OC (stereo not drawn) ?
NIH3T3 HSF-1 reporter: -3.4%

How did Cc1cccc(C)c1NC(=O)CN1C(=O)NC(C)(CCc2ccccc2)C1=O (stereo not drawn) do in these assays?
NIH3T3 HSF-1 reporter: -3.6%

How did CC1CCN(c2nc3ccc(C(=O)N4CCN(Cc5ccc6c(c5)OCO6)CC4)cc3s2)CC1 do in these assays?
NIH3T3 HSF-1 reporter: 22.0%

Results for CCOc1cc(C(=S)N2CCOCC2)ccc1OS(=O)(=O)c1ccc(OC)cc1 ?
NIH3T3 HSF-1 reporter: 74.1%

Sorted by number of heavy atoms (low to high): 12 of the compounds above.
How did NCCN1C(=O)S/C(=C\c2ccc3c(c2)OCO3)C1=O do in these assays?
NIH3T3 HSF-1 reporter: -10.6%

Results for COC(=O)C(c1ccccc1)C1(O)CC(C)N(C)CC1C (stereo not drawn) ?
NIH3T3 HSF-1 reporter: -5.0%

Results for CCOc1cc(CNCC2CCCN2CC)cc(Cl)c1OC (stereo not drawn) ?
NIH3T3 HSF-1 reporter: -3.4%

What do the screens show for `COc1ccccc1C(=O)OCC(=O)c1cccc([N+](=O)[O-])c1`?
NIH3T3 HSF-1 reporter: -5.6%

How did COc1ccc(C2NC(=S)NC3=C2CCCC3=C2SCCS2)cc1 (stereo not drawn) do in these assays?
NIH3T3 HSF-1 reporter: -0.9%

How did CCCCn1cc(S(=O)(=O)c2ccccc2)c(=O)c2cc(C)ccc21 do in these assays?
NIH3T3 HSF-1 reporter: -0.5%

What do the screens show for `Cn1cccc1C(=O)NC(=O)COC(=O)C12CC3CC(CC(O)(C3)C1)C2`?
NIH3T3 HSF-1 reporter: -7.7%

How did Fc1ccc(-n2cc(-c3ccccc3)c3c(N4CCOCC4)ncnc32)cc1 do in these assays?
NIH3T3 HSF-1 reporter: inactive

How did COc1ccccc1C(=O)NCCC(=O)NNC(=O)Cn1ccc(C(F)(F)F)n1 do in these assays?
NIH3T3 HSF-1 reporter: -16.2%

Results for COc1cccc(-c2c(C(=O)N/N=C/c3ccc(C)s3)nnn2-c2nonc2N)c1 ?
NIH3T3 HSF-1 reporter: 7.3%

How did CC1CCN(c2nc3ccc(C(=O)N4CCN(Cc5ccc6c(c5)OCO6)CC4)cc3s2)CC1 do in these assays?
NIH3T3 HSF-1 reporter: 22.0%

What do the screens show for `COc1cc(C(=O)Nc2ccccc2NC(=O)c2cc(OC)c(OC)c(OC)c2)cc(OC)c1OC`?
NIH3T3 HSF-1 reporter: -4.3%

Next compounds
How did Cc1c(O)ccc2c(CC(=O)N[C@@H](Cc3ccc(O)cc3)C(=O)O)cc(=O)oc12 do in these assays?
NIH3T3 HSF-1 reporter: -8.7%

Results for CC(C)(C)c1ccc(/C=N/N2C(=O)CSC2=S)cc1 ?
NIH3T3 HSF-1 reporter: -1.4%

How did COc1ccc(NC(=O)C(NC(=O)CNC(C)=O)c2ccc(C)cc2)cc1 (stereo not drawn) do in these assays?
NIH3T3 HSF-1 reporter: -6.7%

How did C=CCN=C1NN=C(c2ccc3c(c2)OCCO3)CS1 do in these assays?
NIH3T3 HSF-1 reporter: 16.1%

How did CCS(=O)(=O)N1CCN(C(=O)c2ccccc2)CC1 do in these assays?
NIH3T3 HSF-1 reporter: 0.6%

How did COCCCNC(=O)CC(NS(=O)(=O)c1ccc(C)cc1)c1ccc(OC)cc1 (stereo not drawn) do in these assays?
NIH3T3 HSF-1 reporter: 0.7%

How did COCCN1Cc2cccc(C(=O)Nc3ccc4c(c3)OCCO4)c2C1=O do in these assays?
NIH3T3 HSF-1 reporter: 1.0%

Results for O=C(Nc1ccc2c(c1)OCCO2)NC1(C(F)(F)F)Oc2ccccc2O1 ?
NIH3T3 HSF-1 reporter: 12.0%

Results for CC(C)(C)c1ccccc1NC(=O)NC1CCN(Cc2c(F)cccc2Cl)CC1 ?
NIH3T3 HSF-1 reporter: 2.9%

How did CC(C)(C)n1nnnc1CN1CCC(NC(=O)NC2CCCCC2)CC1 do in these assays?
NIH3T3 HSF-1 reporter: -0.1%

Results for COC(=O)C1=CN(Cc2ccc(OC)c(OC)c2)C=C(C(=O)OC)C1c1ccccc1F ?
NIH3T3 HSF-1 reporter: 2.4%

What do the screens show for `O=C(COC(=O)C1=COCCO1)Nc1ccc2c(c1)OCO2`?
NIH3T3 HSF-1 reporter: 9.0%

How did COc1ccc(CC(=O)NCC2CCCN(Cc3ccccc3Cl)C2)cc1 (stereo not drawn) do in these assays?
NIH3T3 HSF-1 reporter: -2.6%

Results for O=c1c2c3c(sc2nc(NCCOCCO)n1Cc1ccco1)CCCCC3 ?
NIH3T3 HSF-1 reporter: 4.9%

A portion of the library; rates above refer to the full screens.
